Assay outcomes: PubChem BioAssay, Fisher Drug Discovery Resource Center
NPYLR7 ag: mosquito NPYLR7 agonism; actives 0.15% (n = 270,000); HEK293T NPYLR7/Galpha15, GCaMP6s calcium fluorescence; activation, % at 10 µM; in the data active = activation above about 40%;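 note: 0% = vehicle and 100% = reference agonist at the receptor; some compounds past the cut are filed as inactive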
mcGAS lum: blocks mouse cGAS activity | Q8C6L5 | recombinant cGAS, Kinase-Glo ATP depletion luminescence | actives 0.15% (n = 160,000) | inhibition, % at 12.5 µM | AID 1259399;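 note: 0% = negative control wells and 100% = reference inhibitor with no enzyme activity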
hcGAS lum: inhibitors of human cGAS. AID 1259398. Q8N884. inhibition, % at 12.5 µM. recombinant h-cGAS, ATP depletion, Kinase-Glo luminescence. actives 0.081% (n = 290,000);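 note: 0% = vehicle reaction and 100% = reaction without DNA for no activity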
Target sequence (Q8N884 whole entry, looked up): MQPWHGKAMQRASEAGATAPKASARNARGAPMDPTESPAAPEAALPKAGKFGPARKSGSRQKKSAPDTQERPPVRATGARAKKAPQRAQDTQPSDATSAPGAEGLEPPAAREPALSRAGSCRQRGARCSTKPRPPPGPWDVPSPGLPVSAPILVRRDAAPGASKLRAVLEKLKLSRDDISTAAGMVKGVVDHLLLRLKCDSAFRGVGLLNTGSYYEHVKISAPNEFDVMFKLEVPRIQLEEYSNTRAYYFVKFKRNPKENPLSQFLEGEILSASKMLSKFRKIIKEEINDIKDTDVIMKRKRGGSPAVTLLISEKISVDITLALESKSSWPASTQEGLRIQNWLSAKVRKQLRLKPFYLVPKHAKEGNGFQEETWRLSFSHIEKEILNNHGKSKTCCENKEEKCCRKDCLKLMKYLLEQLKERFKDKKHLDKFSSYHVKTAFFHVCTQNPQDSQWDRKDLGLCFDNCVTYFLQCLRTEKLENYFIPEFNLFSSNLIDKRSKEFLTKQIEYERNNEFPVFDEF
* = called active by the depositor; nt = not tested or not shown; & = joins results of further samples. Cut-off read from the data, not from the text of the source, unless noted: active = inhibition above about 40%; inactive = the rest.

SMILES	NPYLR7 ag	mcGAS lum	hcGAS lum
CCOC(=O)N1CCN(C(=O)CSc2nc(=O)[nH]c3c2CCCC3)CC1	-3	-10	5
O=C(c1ccc(N2CCCCC2)cc1)N1CCC(CO)(Cc2ccccc2Cl)CC1	22	-7	-4&-2
CCN(CC)S(=O)(=O)c1ccc(C(=O)Oc2ccc(C(C)=O)cc2)cc1	-5	-5	-7
COc1ccc(CCNC(=O)Nc2ccc3nc([C@H]4C[C@H](O)[C@@H](CO)O4)[nH]c3c2)cc1Br	-3	-3	-13
CC1=NN(c2nc(C)cc(C)n2)C2=NC3=C(C(=O)CCC3)C(c3ccc(C#N)cc3)C12 (stereo not drawn)	4	nt	-3
Cc1cccc(C2c3[nH]c4ccccc4c3CCN2C(=O)c2sc(C)nc2C)c1 (stereo not drawn)	2	nt	7
Cc1ccc(SCCCn2cnc3ccccc32)cc1	1	nt	1
COc1cc(OC)c(NC(=O)CN(C)CCO)cc1Cl	6	nt	-1
CN1CCN(C(CC(=O)Nc2ccc(N=Nc3ccccc3)cc2)C(=O)O)CC1 (stereo not drawn)	3	-10	-7
Cc1cc(O)c(C(c2ccncc2)N2CCN(c3ccccn3)CC2)c(=O)n1Cc1cccnc1 (stereo not drawn)	9	nt	-9
COCCCNC(=O)C(NC(=O)c1cccc(C)c1)C1CCN(C(=O)c2cccc(OC)c2)CC1 (stereo not drawn)	-3	-5	-7
CN(C)CCN(C(=O)c1ccc(F)cc1)c1nc2ccc(S(C)(=O)=O)cc2s1	-6	-5	-5
O=S(Cc1ccccc1)Cc1c(Cl)cccc1Cl (stereo not drawn)	-2	nt	7
CC(C)(C)c1cc2nc(-c3ccccc3)cc(C(=O)N3CCN(c4ccc([N+](=O)[O-])cc4)CC3)n2n1	10	-8	-3
COc1ccc(C2c3cccn3CCCN2Cc2ccccc2C(F)(F)F)c(OC)c1OC (stereo not drawn)	0	-2	-2
CC(Cc1cccs1)NC(=O)c1cccc(NCC(=O)O)c1 (stereo not drawn)	3	nt	-7
COc1ccc2nc(-c3ccc(C)c(NC(=O)c4ccccc4)c3)cn2n1	-9	-9	-7
Cc1nc2c(-c3ccc(Cl)cc3)c(C)[nH]n2c(=O)c1C	4	nt	-1
CCCCNC(=O)NCCN1CCN(c2nc(Cc3cccc(OC)c3)ns2)CC1	-9	-5	-14
COC(=O)C(NS(=O)(=O)c1c(C)nn(C)c1Cl)c1cc(F)ccc1F (stereo not drawn)	0	-11	-5
CCCn1cc(C(=O)Nc2cccc(C)n2)c2nn(-c3ccccc3)c(=O)c-2c1	11	-11	-6
Nc1ccc2nnc(C(F)(F)F)n2n1	-3	-4	-4
Cc1cnc(NC(=O)C2=C(O)c3ccccc3S(=O)(=O)N2C)s1	-6&0&-8&-3&-19&5	-2	0&-1&5&-7&-1&-7
CS(=O)(=O)Nc1ccc(-c2nc3cccnc3s2)cc1	-4	-2	-3
NC(=O)CSc1nc(=O)n(CC2CCCO2)c2c1CCC2 (stereo not drawn)	-2	-9	-10
O=C(c1ccc(Cl)cc1)C1CCCN(C(=O)c2cc3ccccc3oc2=O)C1 (stereo not drawn)	0	-3	-5
COc1c(F)c(F)c(-c2csc(N)n2)c(F)c1F	15	-1	-10
COCC1CN(Cc2ccc3c(c2)OCO3)C(=O)c2cccnc2O1 (stereo not drawn)	-1	-1	2
CN(C(=O)c1ccccc1OCc1ccncc1)c1ccccc1	11	-12	-5
CCCN(CC1CC1)C(=O)c1ccc2ccccc2c1O	5	nt	-3
CC1C(=O)N(c2ccccc2Cl)CCN1C(=O)COc1ccc(Cl)cc1 (stereo not drawn)	-14	-6	-7
CCn1c(CN2CCC(CNS(C)(=O)=O)C2)nc2ccccc21 (stereo not drawn)	nt	-16	-2
COC(CC(=O)O)c1nc2ccccc2s1 (stereo not drawn)	0&1&2	nt	-14&-9&-6
CCCN(CC)c1ccc(C(=O)O[C@H]2C(=O)OCC2(C)C)cc1	2	nt	-11
O=C(NCCCOc1cccnc1)C1CCC(O)CC1 (stereo not drawn)	-6	-13	-2
COC(=O)CCCCC(=O)NCc1ccc(-c2ncc(-c3ccc(OC)cc3)[nH]2)cc1	-5	-6	-4
COCCNC(=S)NN=CC1CCCCC1	7	nt	-4
COCC(=O)Nc1ccc(Nc2ccc(-n3nc(C)c(C)c3C)nn2)cc1	-4	-10	-3
CC(OC(=O)c1cc(Cl)c(O)c(Cl)c1)c1ccc(F)cc1 (stereo not drawn)	3	nt	-7
O=C(Nc1ccnn1C1CCCCC1)C1CC1c1cccc(F)c1 (stereo not drawn)	-24	nt	-9
Cc1ccc(-c2nc(OCC(C)C)nn2-c2ccc(NC(=O)c3cccc4ccccc34)cc2)cc1	13	-9	-7
COC(=O)C1CCN(C(c2ccccc2Cl)C2Sc3nc(-c4ccco4)nn3C2=O)CC1 (stereo not drawn)	-6	-4	-5
Cc1cc(-n2cnnc2)ncc1-c1cccc2ccnn12	26	-17	-4
Cc1ccc2c(CC(=O)N3CCCC(C(=O)c4ccc5c(c4)OCO5)C3)cc(=O)oc2c1 (stereo not drawn)	-3	-3	-3
CCNC(=O)C1Cc2ccccc2N1C(=O)Nc1ccccc1 (stereo not drawn)	-14	-1	-3
COc1cccc(Oc2ncnc3sc4c(c23)CCC4)c1	0	nt	-4
CCS(=O)(=O)Oc1cccc(CN(CCOC)S(=O)(=O)c2ccc(C)cc2)c1	-1	-6	-10
C=CCN(Cc1ccccc1Cl)C(=O)[C@H](N)Cc1ccccc1	-3	-9	-4
O=C(c1ccc(Cl)cc1Cl)N(Cc1cccc(Cl)c1)Cc1nc2cc(Cl)ccc2o1	-1	-5	-7
CC(Oc1ccc(Cl)cc1)C(=O)NC(C)c1cccs1 (stereo not drawn)	2	nt	-12
COc1ccc(C2C3=C(CC(C)(C)CC3=O)OC(=N)C2C#N)cc1 (stereo not drawn)	5	-3	-1
COc1ccc(OC)c(C2CCN(Cc3cccs3)C2)c1 (stereo not drawn)	-2	nt	3
CCOC(=O)N1CCC(NCCc2nc(C)c(C)s2)CC1	10	-18	-5
COc1cc(OC)c(CN2CCN(C)C(C(=O)O)C2)cc1Cl (stereo not drawn)	1	nt	-6
N#Cc1cccc(Cn2cnc3c2c(=O)n(CC2CC2)c(=O)n3-c2ccccc2)c1	nt	-4	-4
COc1ccc(S(=O)(=O)N(Cc2ccc(OC)c(OS(=O)(=O)c3cccc(C(F)(F)F)c3)c2)C(C)C)cc1	nt	-6	-8
NCCC12CC3CC(CC(C3)C1)C2	-2	nt	-5
CSc1ccc(/C=C2\C(=N)N3N=CSC3=NC2=O)cc1	-1	nt	6
CCCCCn1c(C(C)NC(C)=O)nc2ccccc21 (stereo not drawn)	7	-9	1
Cc1ccc(NC(=O)Nc2ccc(N3CCCC3)c(C(=O)NCc3ccc(F)cc3)c2)cc1Cl	-3	-5	-7

Part of the list above, reduced to mcGAS lum and NPYLR7 ag.
Structure | mcGAS lum | NPYLR7 ag
Cc1ccc2c(CC(=O)N3CCCC(C(=O)c4ccc5c(c4)OCO5)C3)cc(=O)oc2c1 (stereo not drawn) | -3 | -3
CCNC(=O)C1Cc2ccccc2N1C(=O)Nc1ccccc1 (stereo not drawn) | -1 | -14
COc1cccc(Oc2ncnc3sc4c(c23)CCC4)c1 | nt | 0
CCS(=O)(=O)Oc1cccc(CN(CCOC)S(=O)(=O)c2ccc(C)cc2)c1 | -6 | -1
C=CCN(Cc1ccccc1Cl)C(=O)[C@H](N)Cc1ccccc1 | -9 | -3
O=C(c1ccc(Cl)cc1Cl)N(Cc1cccc(Cl)c1)Cc1nc2cc(Cl)ccc2o1 | -5 | -1

Going on with the list.
SMILES	NPYLR7 ag	mcGAS lum	hcGAS lum
CCCCCCCC(=O)Nc1ccc(-n2nc(OCC(C)C)nc2-c2ccc(C)cc2)cc1	10	-4	-2
O=C(Nc1ccccc1O)c1cc(S(=O)(=O)N2CCCCC2)ccc1Cl	-16	-3	0
CC(NC(=O)CCc1nnc(CCc2c[nH]c3ccccc23)o1)c1ccccc1Cl (stereo not drawn)	-3	nt	7
Clc1cc(-n2cnnc2)ccc1-n1ccnc1	nt	-15	-6
O=C(CSc1nc2c(c(=O)n1-c1ccccc1)SCC2)N1CCc2ccccc21	-1	nt	-5
COCc1cc(C)n(CC(=O)N/N=C\c2cc([N+](=O)[O-])ccc2Cl)c(=O)c1C#N	0	nt	-7
CC(=O)Nc1cccc(Oc2nc(NCCN(C)C)nc3ccsc23)c1	4	nt	-6
Cn1c(O)c(N=NC(=O)c2cc3ccccc3cc2O)c2ccccc21	2	-6	-1
Cc1ccc(C2=NN(C(=O)CC#N)C(O)(C(F)(F)F)C2)cc1 (stereo not drawn)	-9	nt	15
CC(NS(C)(=O)=O)C(=O)NC1c2ccccc2CC1C (stereo not drawn)	-7	-10	-5
Clc1ccccc1-c1nc2c(NCCc3ccccc3)nccc2[nH]1	-2	-6	-3
Cc1cc(C)cc(-n2nnc3c(=O)n(CC(=O)NCc4ccc5c(c4)OCO5)cnc32)c1	-3	-1	2
CNC(=O)CN1C(=O)CN(C(=O)c2ccc(C(F)(F)F)cc2)CCC(OC)c2ccccc21 (stereo not drawn)	2	-5	-3
COC(=O)c1ccc(Cn2nc(C3CC3)c3cnn(-c4ccccc4)c3c2=O)o1	-2	nt	-1
CC(C)Cc1nc2cc(NS(=O)(=O)N(C)C)cc(C(=O)N3CCOc4ccccc4C3)c2n1C	6	-26	-3
CCOc1ccc(-c2cc(-c3nc(-c4ccccc4)no3)[nH]n2)cc1	8	-12	-7
COc1cccc(Cn2nc(C(=O)NC3CC3)c3c2CCN(C(=O)c2ccc(-n4cccn4)cc2)C3)c1	22	-9	-29
CCn1c(SCC(=O)Nc2nnc(C)s2)nc2c(c1=O)SC(C)C2 (stereo not drawn)	-4	nt	-12
CC(Nc1ncccc1C#N)c1ccc(N2CCN(C)CC2)c(F)c1 (stereo not drawn)	-1	nt	-6
O=C(O)c1csc(CSc2nnc(-c3ccco3)n2-c2ccc(Cl)cc2Cl)n1	8	nt	-6

Full records, quoted from the list.
`Clc1ccccc1-c1nc2c(NCCc3ccccc3)nccc2[nH]1` as listed: NPYLR7 ag = -2; mcGAS lum = -6; hcGAS lum = -3
`COc1cccc(Cn2nc(C(=O)NC3CC3)c3c2CCN(C(=O)c2ccc(-n4cccn4)cc2)C3)c1` as listed: NPYLR7 ag = 22; mcGAS lum = -9; hcGAS lum = -29
`CNC(=O)CN1C(=O)CN(C(=O)c2ccc(C(F)(F)F)cc2)CCC(OC)c2ccccc21` (stereo not drawn) as listed: NPYLR7 ag = 2; mcGAS lum = -5; hcGAS lum = -3

Carrying on.
SMILES	NPYLR7 ag	mcGAS lum	hcGAS lum
COc1ccccc1C1NC(=O)N(C)C2=C1C(=O)N(CCC(=O)Nc1ccccc1F)C2 (stereo not drawn)	-2	-4	0
Cc1cnc(C(=O)NCC(C)N(C)c2ccccc2)cn1 (stereo not drawn)	-3	-4	-3
CC(C)(C)NC(=O)COc1ccc(CN2CC[C@H]3CC[C@@H](C2)N3)cc1	1	-11	-5
CN(C)S(=O)(=O)Nc1cccc(N2CCCCCC2)c1	10	nt	-7
COc1ccc(CNC(=O)C2CCCCC2C(=O)N2CCc3ccccc32)cc1 (stereo not drawn)	16	nt	-5
CN1OC(C)(CC(=O)NC2CC2)N=C1c1ccc(N(C)C)cc1 (stereo not drawn)	5	nt	-6
CC(C)(C)n1c(NC(=O)c2cccc(N3NC(=O)C4CC=CCC4C3=O)c2)nc2ccccc21 (stereo not drawn)	-6	nt	-5
COCc1ccc(CN2CCN(CC3CCCCC3)C(CCO)C2)o1 (stereo not drawn)	9	nt	-10
CCCCn1c2c(c(=O)[nH]c1=O)C(c1ccc(C(C)C)cc1)C1C(=O)OCC1=N2 (stereo not drawn)	20	nt	-13
COc1ccc(C(=O)N2CCC3(CC2)OCC(C(=O)O)N3C(=O)c2cccc(C)c2)cc1 (stereo not drawn)	15	-4	0
Cc1sc2nc3n(c(=O)c2c1C)CCC3	5&1	-3&-2	3&-3
CCc1nc2ccc(C(=O)NCCCN(C)C)cn2c1N(C)C(=O)C1CCCCC1	-6	-2	-8
COCCn1cc(C(=O)NCc2ccc(Cl)cc2)c2nn(-c3ccccc3)c(=O)c-2c1	17	-9	-4
Fc1cc(F)cc(-c2cncc(COc3ccc(F)cc3F)c2)c1	-11	nt	1
CCOC(=O)C1CCCN(c2cc(Oc3cc(C)ccc3F)ncn2)C1 (stereo not drawn)	-8	0	2
COCCNC(=O)C(NC(=O)c1ccc(F)cc1)C1CCN(C(=O)c2cccc(F)c2)CC1 (stereo not drawn)	0	-3	-1
CCS(=O)(=O)c1ccc(C(=O)N(Cc2ccccn2)c2nc3c(C)cccc3s2)cc1	-2	-9	0
O=C(COCc1ccccc1)Nc1ccc(N2CCC(Cc3ccccc3)CC2)c(C(=O)NCc2ccc(F)cc2)c1	0	-6	8
Cc1c(Cl)ccc([N+](=O)[O-])c1C(C#N)C(=O)N(C)C (stereo not drawn)	2	nt	0
COC(=O)C(Cc1ccccc1)NC(=O)C1CC=CCC1C(=O)N1CCN(c2ccccn2)CC1 (stereo not drawn)	4	-3	-3
Cc1cc(C)c[n+](C2=C(c3c(C)[nH]n(-c4ccccc4)c3=O)C(=O)N(C3CCCCC3)C2=O)c1	0	-9	-11
COc1ccc(C(=O)N2CC[C@@H](N3CCC(O)CC3)[C@H](O)C2)cc1C	15	nt	-14
Cc1onc(-c2ccccc2)c1C(=O)N1CCC(c2nc(-c3cccnc3)no2)CC1	5	-6	-5
C=CCN1CC(C(=O)NC2CCC(n3cnnc3)CC2)CCC1=O (stereo not drawn)	2	nt	1
